EPAC2 agonist – qHTS for Agonist of cAMP-regulated guanine nucleotide exchange factor 4 (EPAC2): primary screen | AID 720711, 2013 | EPAC2 activation, biochemical qHTS; response scale: 100% = 6.5 mM cAMP response | Potency, µM (series often up to 154 µM), without a hit: at the highest dose activation, most hits filed as activators | 360,000 compounds, 0.079% hits | Rap guanine nucleotide exchange factor 4 (Homo sapiens), Q8WZA2; further: potency means the concentration at half of the fitted maximal effect; nearly all actives have a fitted effect of over 50% in size
Target sequence (Q8WZA2 whole entry, looked up): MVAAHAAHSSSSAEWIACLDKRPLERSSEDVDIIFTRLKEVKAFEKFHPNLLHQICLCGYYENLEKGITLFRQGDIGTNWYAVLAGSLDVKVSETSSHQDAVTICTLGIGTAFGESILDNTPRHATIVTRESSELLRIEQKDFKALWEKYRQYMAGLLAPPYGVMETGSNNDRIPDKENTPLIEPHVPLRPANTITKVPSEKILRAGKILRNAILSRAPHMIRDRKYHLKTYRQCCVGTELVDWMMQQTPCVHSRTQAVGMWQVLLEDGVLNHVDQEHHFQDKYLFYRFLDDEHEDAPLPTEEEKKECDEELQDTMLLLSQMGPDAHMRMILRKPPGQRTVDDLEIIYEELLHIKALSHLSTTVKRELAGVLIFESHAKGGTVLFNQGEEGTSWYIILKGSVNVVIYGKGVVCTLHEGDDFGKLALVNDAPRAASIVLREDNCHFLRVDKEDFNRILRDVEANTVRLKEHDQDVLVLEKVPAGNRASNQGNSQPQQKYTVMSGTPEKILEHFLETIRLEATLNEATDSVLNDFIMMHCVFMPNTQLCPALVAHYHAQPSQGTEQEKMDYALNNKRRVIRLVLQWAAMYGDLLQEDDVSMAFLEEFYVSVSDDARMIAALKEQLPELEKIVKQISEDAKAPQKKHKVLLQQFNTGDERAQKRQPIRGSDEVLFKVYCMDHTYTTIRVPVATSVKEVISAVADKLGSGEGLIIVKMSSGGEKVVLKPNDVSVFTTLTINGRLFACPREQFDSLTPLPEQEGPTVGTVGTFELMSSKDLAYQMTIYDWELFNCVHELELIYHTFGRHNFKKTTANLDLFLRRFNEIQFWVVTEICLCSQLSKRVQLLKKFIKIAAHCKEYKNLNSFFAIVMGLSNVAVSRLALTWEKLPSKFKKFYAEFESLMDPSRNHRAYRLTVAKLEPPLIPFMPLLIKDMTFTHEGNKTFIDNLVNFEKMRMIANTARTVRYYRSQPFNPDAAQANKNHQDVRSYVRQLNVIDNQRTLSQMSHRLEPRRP
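qHTS, titration series. 100 nM EPAC2 / 250 nM Rap1B-BODIPY-GDP / 50 uM GDP; RT; ex 480/em 540 nm, 5-min reads to 30 min. Norm. to 6.5 mM cAMP = activation.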
ATXN viability – Viability Counterscreen for Primary qHTS for Inhibitors of ATXN expression | S2 cells (HEK-293 line with an ATXN2-luciferase reporter) viability, CellTiter-Fluor protease fluorescence, 24 h | Potency, µM (doses to about 56.7 µM), actives largely listed as cytotoxic | 400,000 compounds, 0.49% hits | AID 651635, 2014; further: potency means the concentration at half of the fitted maximal effect; nearly all actives have a fitted effect of over 40% in size
ATXN2 expr inh – Primary qHTS for Inhibitors of ATXN expression | HEK-293 ATXN2-luciferase reporter, luminescence, 24 h | Potency, µM (titrated, usually from 57 µM), for inactives: at the top dose activity change, negative = inhibition, usual class: inhibitors | 360,000 compounds, 0.72% hits | AID 1745845, 2022; further: potency means the concentration at half of the fitted maximal effect; on the % scale 0 is the no-effect control and ±100 the full control effect; nearly all actives have a fitted effect of over 55% in size
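qHTS (up to 57 uM final) was run with 24 h compound exposure of reporter cells at 37 °C. Each well was multiplexed: SteadyGlo luminescence measured ATXN2-luciferase expression after a fluorogenic Gly-Phe-AFC viability readout (25 uM final).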
TGFb inhibitor – qHTS for Inhibitors of TGF-b; Potency, µM (top dose mostly 46.1 µM), for inactives: at the top dose activity, negative = inhibition, most hits filed as inhibitors; 410,000 compounds, 1.2% hits; HepG2 CAGA-GFP TGF-b/SMAD3 reporter, GFP fluorescence, 18 h; TGF-beta stimulated, 500 pg/mL final; further: potency means the concentration at half of the fitted maximal effect; on the % scale 0 is the no-effect control and ±100 the full control effect; nearly all actives have a fitted effect of over 65% in size
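HEPG2 CAGA-GFP reporter cells (1000/well, DMEM with 1% FBS) received compounds, then recombinant TGF-beta at 500 pg/mL final for 18 hours at 37 degrees C. Per-cell GFP summed per well was normalised to unstimulated and stimulated DMSO controls before curve fitting.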
Nrf2 activator – qHTS of Nrf2 Activators; AREc32 ARE-luciferase reporter (MCF7-derived line), luminescence, 24 h; Potency, µM (titrated, usually from 46.1 µM), for the others: top-dose activation, hits mostly activators; 410,000 compounds, 0.31% hits; AID 624171, 2012; further: potency means the concentration at half of the fitted maximal effect; % of control where 0% means no effect; nearly all actives have a fitted effect of over 65% in size
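AREc32_Fluc, 1000 cells/well, OPTI-MEM + 5% FBS, o/n 37 deg C 5% CO2; 23 nL cpd by pin tool, 24 hr; Steady-Glo 30 min RT, luminescence.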
HepG2 viability – qHTS for Inhibitors of TGF-b: Cytotox Counterscreen | HepG2 CAGA-GFP viability, ATP luminescence, 18 h | Potency, µM (highest dose often 46.1 µM), for inactives: top-dose activity change, negative = cytotoxicity, hits mostly cytotoxic | 410,000 compounds, 0.76% hits; further: potency means the concentration at half of the fitted maximal effect; some results filed as inactive show a strong effect at the top dose
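HepG2 CAGA-GFP cells (1000/well, DMEM with 1% FBS) received compound, then TGF-beta at 500 pg/mL final, and were incubated 18 hours at 37 degrees C. Viability was read by CellTiter-Glo luminescence. Media-only wells were set as complete cell-killing and DMSO as no toxicity.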
Nrf2 block – Nrf2 qHTS screen for inhibitors. A549 ARE-Fluc reporter, luciferase luminescence, 18-24 h. Potency, µM (series often up to 46 µM), for inactives: at the highest dose activity change, negative = inhibition, actives largely listed as inhibitors. 360,000 compounds, 2.1% hits. AID 504444, 2011; further: potency means the concentration at half of the fitted maximal effect; on the % scale 0 is the no-effect control and ±100 the full control effect; nearly all actives have a fitted effect of over 60% in size
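Two sequential reads on A549 ARE_Fluc cells exposed to compound for 18-24 h: a CellTiter-Fluor fluorescence read for viability, then a luciferase luminescence read for Nrf2/ARE activity.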
IL2 activator – qHTS of IL-2 Activators. activation, % (series mostly up to about 46 µM). IL-2 activation reporter assay, cell-based qHTS; stimulated with anti-CD3/CD4/CD28 beads; in transgenic mouse T cells. AID 652025, 2013. 360,000 compounds, 0.065% hits; in the data active means activation above about 50%; inconclusive means mostly about 30% to 49%; further: 0% is about no effect
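Readout is EGFP and DsRed signal by fluorescent plate cytometry after 18 h at 37 degrees C. Transgenic mouse T cells (750/well) received compound for 60 min before bead stimulation (anti-CD3, anti-CD4, anti-CD28); memory T cells served as non-tolerant control.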
A549 tox – Nrf2 qHTS screen for inhibitors: counterscreen for cytotoxicity; 390,000 compounds, 0.16% hits; AID 504648, 2011; Potency, µM (doses to about 46 µM), inactives show top-dose activity change, negative = cytotoxicity, usual class: inhibitors; A549 ARE-Fluc cells, CellTiter-Fluor viability, 18-24 h; further: potency means the concentration at half of the fitted maximal effect; on the % scale 0 is the no-effect control and ±100 the full control effect
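Cytotoxicity counterscreen: CellTiter-Fluor fluorescence was measured in A549 ARE_Fluc cells after 18-24 h of compound exposure in a concentration series. The subsequent BugLite luminescent read reports ARE-luciferase activity.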
An asterisk follows results filed as active; i = inactive; ? = inconclusive; . = not tested or not shown; [ ] = remark or other dose. Unless noted, the call rests on the fitted dose curve; in most records, active means well fitted curve in the direction sought with a large enough effect; inconclusive means small, poorly fitted or top-dose-only effect, or another doubt; inactive means no such curve, though single readings can be large; an effect the other way counts as inactive or inconclusive.

Values run as follows: EPAC2 agonist | ATXN viability | ATXN2 expr inh | TGFb inhibitor | Nrf2 activator | HepG2 viability | Nrf2 block | IL2 activator | A549 tox
> Cc1ccc(S(=O)(=O)NNC(=O)c2csnn2)cc1
  0% | i | -4% | 19% | -0.9% | 8% | -8% | -1.2 | -1%
> O=C(NCCO)Nc1ccc(Cl)cc1
  4% | i | 0% | -16% | -0.8% | -24% | 3% | 3.6 | 2%
> O=C(Nc1nnc(SCc2cc(=O)n3cc(Cl)ccc3n2)s1)c1cccc(F)c1
  . | . | . | -4% | 5.9% | 1% | . | . | -1%
> CCn1cc(/C=N\NC(=O)Cc2ccc(Cl)cc2)cn1
  4% | i | 2% | -8% | -0.2% | -28% | 3% | -0.7 | 2%
> CCCCn1c(N)c(N(CCOC)C(=O)c2nn(CC)c(=O)c3ccccc23)c(=O)[nH]c1=O
  -3% | i | -10% | 19% | -0.4% | -9% | 2% | -0.5 | -10%
> CCOc1ccc(C(=O)NCC(c2ccc(Cl)cc2)N2CCCCC2)cc1 (centres undefined)
  . | . | -29% | -27% | 0.1% | -30% | 9% | . | -1%
> Cc1cccc(C)c1NC(=O)c1ccc(-n2cncn2)nc1
  5% | i | 6% | 0% | 0.4% | 2% | 3% | 2.4 | -10%
> COc1ccccc1NC(=O)COc1ccc2c(c1)OCO2
  3% | i | 27% | 6% | 3.0% | 5% | 1% | -3.6 | 25%
> CC(C)CC1C(=O)N(Cc2cn(Cc3ccco3)nn2)CCS(=O)(=O)N1Cc1ccc(-c2cccc(CO)c2)cc1 (centres undefined)
  9% | . | ? | -22% | 5.2% | -35% | . | -1.3 | .
> COc1ccccc1-c1nc2c(c(SCC(=O)Nc3c(C)cc(C)cc3C)n1)Cc1c(CO)cnc(C)c1O2
  . | . | . | ? | 0.2% | -2% | -8% | . | 5%
> COc1ccc(C2CC(C(F)(F)F)n3ncc(C(=O)Nc4c(C)n(C)n(-c5ccccc5)c4=O)c3N2)cc1 (centres undefined)
  4% | ? | 29% | -21% | -0.6% | -21% | ? | -0.9 | -5%
> COc1ccc(C2=C(C#N)C(=O)OC2)cc1
  -2% | i | -6% | 13% | 0.2% | -17% | -10% | 1.2 | -3%
> COc1ccc(CNC(=O)C2CCN(S(=O)(=O)c3ccc4c(c3)CCCN4C(C)=O)CC2)cc1
  . | i | 3% | -2% | 6.8% | -17% | . | . | 12%
> COC(=O)[C@@]12CCCCN1[C@H](c1ccc(-c3ccc(F)cc3)cc1)[C@@H]1C(=O)N(C)C(=O)[C@@H]12
  8% | i | ? | ? | -0.7% | -23% | ? | 0.0 | -22%
> CCOC(=O)N1CCC(N2CCN(S(=O)(=O)c3ccc([N+](=O)[O-])cc3)CC2)CC1
  1% | i | -24% | -19% | 2.2% | -24% | ? | 0.4 | -4%
> COc1ccc(-n2c(SCC(N)=O)nnc2-c2cccnc2)cc1
  1% | i | -3% | 19% | 0.3% | -28% | 3% | -1.6 | 11%
> CC1=C(C(=O)N(C)C)CC(CC(=O)NCCN2CCOCC2)C(=O)N1Cc1ccc(C(C)(C)C)cc1 (centres undefined)
  9% | i | -1% | 3% | 0.0% | -48% | . | -0.8 | .
> CCCCC(NC(=O)c1cccc(Br)c1)C(=O)O (centres undefined)
  5% | i | -11% | 18% | -0.6% | -2% | 1% | -0.3 | 12%
> Cc1ccc(N(C(=O)CCC(=O)Nc2cc(C)on2)C(C(=O)NC2CCCC2)c2ccncc2)cc1 (centres undefined)
  -5% | i | 3% | -15% | -0.5% | 1% | 5% | -0.4 | -7%
> CCC1Oc2ccccc2N(CC(=O)NC2CCCCC2)C1=O (centres undefined)
  0% | i | 1% | 7% | -1.0% | 2% | -5% | -3.7 | -9%

6 structures already listed, arranged by count of non-hydrogen atoms, falling.
Values run as follows: EPAC2 agonist | ATXN viability | ATXN2 expr inh | TGFb inhibitor | Nrf2 activator | HepG2 viability | Nrf2 block | IL2 activator | A549 tox
> COc1ccc(C2CC(C(F)(F)F)n3ncc(C(=O)Nc4c(C)n(C)n(-c5ccccc5)c4=O)c3N2)cc1 (centres undefined)
  4% | ? | 29% | -21% | -0.6% | -21% | ? | -0.9 | -5%
> COC(=O)[C@@]12CCCCN1[C@H](c1ccc(-c3ccc(F)cc3)cc1)[C@@H]1C(=O)N(C)C(=O)[C@@H]12
  8% | i | ? | ? | -0.7% | -23% | ? | 0.0 | -22%
> CCOC(=O)N1CCC(N2CCN(S(=O)(=O)c3ccc([N+](=O)[O-])cc3)CC2)CC1
  1% | i | -24% | -19% | 2.2% | -24% | ? | 0.4 | -4%
> CCC1Oc2ccccc2N(CC(=O)NC2CCCCC2)C1=O (centres undefined)
  0% | i | 1% | 7% | -1.0% | 2% | -5% | -3.7 | -9%
> CCCCC(NC(=O)c1cccc(Br)c1)C(=O)O (centres undefined)
  5% | i | -11% | 18% | -0.6% | -2% | 1% | -0.3 | 12%
> COc1ccc(C2=C(C#N)C(=O)OC2)cc1
  -2% | i | -6% | 13% | 0.2% | -17% | -10% | 1.2 | -3%

(further entries)
Values run as follows: EPAC2 agonist | ATXN viability | ATXN2 expr inh | TGFb inhibitor | Nrf2 activator | HepG2 viability | Nrf2 block | IL2 activator | A549 tox
> COC(=O)c1cc2oc(C)cc2n1CC(=O)N(C)c1ccccc1
  8% | ? | 10% | 19% | 0.1% | 5% | -16% | -1.8 | -19%
> N#Cc1nc(COc2ccc(F)cc2)oc1N1CCCC1
  7% | i | 5% | -10% | -0.5% | -1% | 16% | -2.6 | 9%
> O=C(/C=C/c1ccc(OCCCF)cc1)N1CCN(Cc2ccccc2)CC1
  13% | i | -1% | 15% | 2.8% | -8% | ? | -0.9 | 2%
> CCC1CN(C(=O)N2CCC(C(=O)NCc3ccccc3F)CC2)c2ccccc2O1 (centres undefined)
  . | . | . | 0% | 2.9% | -5% | 28% | . | 5%
> O=C(NNC(=O)C1CCCO1)c1ccccc1Cl (centres undefined)
  7% | i | 4% | -7% | 0.1% | 11% | 8% | 0.3 | 0%
> CC1CN(C2CCN(C(=O)c3ccccc3)CC2)CC(C)O1 (centres undefined)
  13% | i | 5% | 5% | -0.4% | -5% | -2% | 1.4 | -2%
> CN1N=C2c3ccccc3CCCC2C1c1ccc(F)cc1 (centres undefined)
  6% | i | 0% | -17% | 13% | 29% | ? | -0.3 | 1%
> CC1CCCC(C)N1C(=O)COC(=O)Cc1c[nH]c2ccccc12 (centres undefined)
  2% | i | 6% | 1% | -0.6% | -28% | 15% | 1.9 | 8%
> COC(=O)c1cnn(-c2nc(OC)cc(OC)n2)c1C
  9% | i | 1% | -11% | 1.9% | -8% | -1% | -3.7 | 6%
> CC(C)C(=O)N1N=C2CCCCC2C1(O)C(F)(F)F (centres undefined)
  7% | i | -9% | -10% | -0.7% | 13% | 15% | -0.2 | 6%

(further entries)
SMILES | EPAC2 agonist | ATXN viability | ATXN2 expr inh | TGFb inhibitor | Nrf2 activator | HepG2 viability | Nrf2 block | IL2 activator | A549 tox
Cc1c(C(=O)O)nnn1-c1ccccc1 | 8% | i | 1% | 3% | -0.5% | 6% | . | 1.6 | -4%
COc1ccc(NC(=O)c2cccc(N3C(=O)C4C5C=CC(C6CC56)C4C3=O)c2)c(OC)c1 (centres undefined) | 6% | ? | -9% | 0% | 0.1% | -2% | ? | -5.2 | -7%
CCCN1CCC(=O)N(C(CSc2ccc(Br)cc2)Cc2ccccc2)CC1 (centres undefined) | . | . | . | -2% | . | -8% | 12% | . | -16%
O=c1cc(CN2CCN(C/C=C/c3ccccc3)CC2)c2cc(O)c(-c3ccccc3)cc2o1 | 1% | i | -25% | -2% | 0.7% | -14% | -6% | -1.7 | -5%
COc1cc(/C=C/c2cc(OC(C)=O)c3ccccc3n2)c(OC(C)=O)c([N+](=O)[O-])c1 | 0% | . | . | -1% | 3.4% | -15% | ? | -2.0 | 15µM*
Nc1c(N(CCO)C(=O)/C=C/c2ccco2)c(=O)[nH]c(=O)n1Cc1ccccc1 | -7% | i | . | 2% | 2.5% | 10% | 0% | 1.4 | -2%
COc1ccc(-n2ccnc2SCC(=O)Nc2nnc(C)s2)cc1 | . | . | . | -25% | 0.3% | -32% | . | . | 4%
O=C(O)Cc1ccc2ccc3ccccc3c2c1 | -2% | i | -28% | 13% | 3.3% | -21% | 6% | -0.5 | 3%
Cc1noc(C)c1COc1cccc(C(=O)Nc2ccc3c(c2)OCO3)c1 | 15% | i | 14% | -20% | 2.6% | -20% | 11% | 0.4 | -5%
COc1cccc(C(=O)Nc2nnc(C(C)C)s2)c1 | 7% | i | -25% | -7% | -0.6% | -18% | ? | 0.3 | -7%
O=C(Nc1c(C(=O)Nc2ccc3c(c2)OCCO3)cnn1-c1ccccc1Cl)c1ccco1 | -12% | i | 9% | 40%[activator] | -0.7% | -3% | ? | -2.4 | 5%
CCN(CC(=O)Nc1c(F)cccc1F)C(=O)CSC(=S)N1CCCC1 | 4% | i | 8% | 13% | 0.4% | 2% | 8% | 1.0 | 1%
CC(C)c1ccc(C(=O)N2CCN(c3cnn(C)c(=O)c3Cl)CC2)cc1 | 19% | . | 0% | -10% | -0.1% | -6% | 3% | 1.5 | 0%
Cc1cccc(-n2cnc(C(=O)NNC(=S)Nc3ccc(Cl)cc3)c2)n1 | -15% | i | -10%[11.3 µM] | -10% | -1.1% | -20% | -23% | -1.2 | -3%

Screening data from PubChem.
